Bioassay records deposited in PubChem by Sanford-Burnham Center for Chemical Genomics.
SENP6 block: blocks the human protease SENP6; Recombinant SENP6 catalytic domain, aminoluciferin luminescence; inhibition, % at 10 µM; 1.8% of 330,000 active; AID 2599;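 active = inhibition above about 50% at the single tested dose, limit read from the data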;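 note: plate controls were DMSO wells with enzyme for no effect and DMSO wells lacking enzyme for full effect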
Target sequence (Q9GZR1 628-1112 limits assumed): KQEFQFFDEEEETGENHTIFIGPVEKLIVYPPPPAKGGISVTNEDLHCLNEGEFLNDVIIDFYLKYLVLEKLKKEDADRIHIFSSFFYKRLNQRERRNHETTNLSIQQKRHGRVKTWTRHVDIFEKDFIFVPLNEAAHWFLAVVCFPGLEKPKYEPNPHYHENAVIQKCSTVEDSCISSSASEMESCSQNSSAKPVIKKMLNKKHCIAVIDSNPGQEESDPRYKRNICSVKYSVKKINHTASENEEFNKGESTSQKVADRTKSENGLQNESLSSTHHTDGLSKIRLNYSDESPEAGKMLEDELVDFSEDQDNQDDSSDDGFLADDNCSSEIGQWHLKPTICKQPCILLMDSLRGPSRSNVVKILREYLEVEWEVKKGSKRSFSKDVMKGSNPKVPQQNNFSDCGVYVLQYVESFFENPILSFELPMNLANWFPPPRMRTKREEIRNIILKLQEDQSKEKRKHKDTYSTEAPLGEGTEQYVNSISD
PfGluPho inh: PfG6PD (Plasmodium falciparum) enzyme inhibition. PfGluPho enzyme, NADPH resazurin-diaphorase fluorescence. inhibition, % at 20 µM. 0.78% of 350,000 active;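 active = inhibition reaching at least a set limit at 20 µM in the primary screen, cut at about 59% in these data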;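 note: 0% = DMSO wells with substrate and 100% = DMSO wells lacking glucose-6-phosphate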
MIN6 prolif: MIN6 beta-cell proliferation induction. proliferation, % at 10 µM. MIN6 cells proliferation, ATPlite luminescence, 48 h; cells starved in 0.2% serum; 100% = growth in 10% serum. AID 2380. 0.29% of 330,000 active;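 active = compounds whose signal lies at least 3.5 SD above the mean of all wells on their plate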;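 note: 0% = DMSO-treated cells in low-serum medium and 100% = 10% serum control; some compounds called inactive have numbers as strong as hits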
SENP7 block: blocks the human protease SENP7 | 1.5% of 330,000 active | recombinant SENP7, Z-RLRGG-aminoluciferin luminescence, 40 min | inhibition, % at 5 µM | Q9BQF6 | AID 434973;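 active = inhibition above about 50% at the single test dose, limit read from the data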;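 note: plate controls were DMSO with enzyme for no effect and no enzyme buffer wells for full effect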
Target sequence (Q9BQF6 706-1050 limits assumed): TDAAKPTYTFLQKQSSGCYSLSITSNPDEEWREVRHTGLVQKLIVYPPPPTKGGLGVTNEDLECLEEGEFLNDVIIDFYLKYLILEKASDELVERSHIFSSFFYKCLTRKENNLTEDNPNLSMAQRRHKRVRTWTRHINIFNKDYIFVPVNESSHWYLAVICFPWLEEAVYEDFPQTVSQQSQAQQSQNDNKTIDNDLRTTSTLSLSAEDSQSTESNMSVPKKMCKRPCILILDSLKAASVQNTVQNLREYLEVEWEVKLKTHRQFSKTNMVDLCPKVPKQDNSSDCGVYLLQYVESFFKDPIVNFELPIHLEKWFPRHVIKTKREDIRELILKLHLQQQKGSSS
UBC13 polyUb: human UBC13 polyubiquitination inhibition | UBC13 polyubiquitin chain formation, TR-FRET | P61088 | 0.47% of 330,000 active | inhibition, % at 20 µM | AID 485273; in the data active = inhibition above about 45%, passing the limit was not always enough
Target sequence (P61088 whole entry, looked up): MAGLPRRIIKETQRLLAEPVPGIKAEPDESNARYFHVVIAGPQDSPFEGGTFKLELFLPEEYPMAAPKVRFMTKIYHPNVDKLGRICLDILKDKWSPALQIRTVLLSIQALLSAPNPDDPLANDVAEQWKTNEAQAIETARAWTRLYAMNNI
HKDC1 inh: blocks human hexokinase HKDC1 activity | Q2TB90 | recombinant HKDC1, G6PDH/diaphorase resazurin coupled fluorescence | inhibition, % at 20 µM | 0.16% of 340,000 active | AID 493160;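 active = inhibition above about 35% when tested at 20 µM, limit read from the data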;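 note: plate controls were DMSO wells with enzyme for no effect and DMSO wells lacking enzyme for full effect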
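Assay system: recombinant HKDC1 hexokinase; detection: coupled resazurin fluorescence, excitation 525 nm, emission 613 nm; benchmarks: DMSO-plus-enzyme-mix negative control, buffer-substituted positive control; compound dosing: single 20 µM dose; schedule: 90 min at room temperature in dark; also added: glucose plus 1 mM ATP as hexokinase substrates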
SENP8 block-1: SENP8 protease inhibition; Q96LD8; purified SENP8, Z-RLRGG-aminoluciferin cleavage, luminescence; inhibition, % at 10 µM; 1.2% of 330,000 active; AID 2540; in the data active = inhibition above about 50%
SENP8 block-2: SENP8 (human) protease inhibition; Q96LD8; recombinant SENP8, Nedd8 substrate fluorescence; inhibition, % at 20 µM; 0.64% of 360,000 active; AID 602440; in the data active = inhibition mostly above about 40%, no sharp cut-off; inactive = mostly below about 27%
SENP1 FRET inh: SENP1 (human) catalytic domain inhibition; Q9P0U3; recombinant SENP1 catalytic domain, CyPet-SUMO1-YPet FRET cleavage; inhibition, % at 10 µM; 0.21% of 360,000 active; AID 624204;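 active = inhibition at least 30% at 10 µM, raw YFP signal under a set limit, fluorescence ratio 0.5 to 1.5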;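 note: 0% = enzyme with DMSO and 100% = no enzyme wells; some results filed as inactive read as strong as hits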
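Controls: no-enzyme wells low, DMSO-plus-enzyme wells high control. Test system: human recombinant His6-tagged SENP1 catalytic domain enzyme. Reagent: SFCypet-SUMO1-SFYpet FRET protein substrate, 25 nM final. Doses: one dose per compound, 10 µM, 0.5% DMSO. Detection: FRET, CFP and YFP emission. Timing: 50 min reaction at room temperature.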
* hit, by the source's call; . = no result given.

SMILES,SENP1 FRET inh,SENP8 block-2,SENP6 block,UBC13 polyUb,MIN6 prolif,SENP8 block-1,PfGluPho inh,HKDC1 inh,SENP7 block
COc1ccc(CN(CC2CCC(C(=O)O)CC2)C(=S)Nc2cccc(C)c2)cc1 (stereo not drawn),0,3,-5,-16,-3,-3,-1,-10,12
Cc1occc1C(=O)N/N=C/C=C/c1ccc(N(C)C)cc1,-29,-386,50,-8,4,39,10,7,46
CCC(=O)OC1CSc2nc3ccccc3n2C1 (stereo not drawn),1,14,4,-14,-3,3,-2,-6,1
O=C(Nc1ccc2c(c1)OCO2)C1CC(=O)N(c2ccccc2)C1 (stereo not drawn),3,12,-28,2,4,-8,-2,-6,-7
CCOc1ccc(-n2c(SCC(=O)N3CCC(C(=O)O)CC3)nc3ccccc3c2=O)cc1,1,10,33,-3,0,4,14,-1,-4
CCc1nnc(NC(=O)CSc2nnc(-c3ccoc3C)n2CC(C)C)s1,0,13,-1,-3,-1,4,-10,-1,-1
CC(C)(C)c1ccc(OC2=CS(=O)(=O)c3ccccc32)cc1,-1,23,-15,5,-2,7,6,10,0
N#Cc1ccc(OCC(=O)NCCN2CCOCC2)cc1,2,8,-13,12,3,-4,-1,-9,5
COc1cc(C2C(C#N)=C(N)Oc3n[nH]c(-c4ccccn4)c32)cc(OC)c1OC (stereo not drawn),0,10,-2,-12,0,3,-14,-5,10
COC(=O)c1c(N)sc2c1CC(C)(C)OC2,-1,-2,2,-10,-1,0,10,-3,-1
c1ccc(Sc2ccccn2)cc1,3,40*,-16,6,1,-4,1,-3,-9
COc1ccc(Cl)cc1NC(=O)CNCc1cccs1,2,9,2,18,-3,8,5,-1,8
O=C(c1ccco1)N1CCN(Cc2nnc(-c3ccccc3F)o2)CC1,1,10,10,-2,-2,-2,-23,-6,-4
COc1ccc(N2CCN(c3ccc(NC(=O)NN)cc3)CC2)cc1,-1,10,-12,-3,0,-3,-6,1,-5
Brc1ccccc1OCCCCCN1CCCC1,.,.,-19,-3,-3,-9,.,.,-3
Cc1nn(Cc2ccc([N+](=O)[O-])cc2)c(=O)n1-c1ccc(F)cc1,-1,29,0,-9,-2,-4,2,-3,-3
COc1ccc2oc(C(=O)OCC(=O)NC(C)(C#N)C3CC3)c(C)c2c1 (stereo not drawn),0,-336,-8,11,-2,-14,2,3,-11
CCc1ccc(-c2cnc3nc[nH]c(=O)c3n2)cc1,-21,-452,4,9,-3,2,4,-1,-2
Cc1cccc(CSc2nnc(CCNC(=O)OC(C)(C)C)o2)c1,0,33,-29,6,4,1,27,-5,4
CC1(C)C([N+](=O)[O-])C(c2ccc(F)cc2)NC(c2ccc(F)cc2)C1[N+](=O)[O-] (stereo not drawn),-3,12,-6,-7,-4,-3,0,-4,-13

Compound profiles, as listed above. Screens in order: SENP1 FRET inh, SENP8 block-2, SENP6 block, UBC13 polyUb, MIN6 prolif, SENP8 block-1, PfGluPho inh, HKDC1 inh, SENP7 block
`Cc1nn(Cc2ccc([N+](=O)[O-])cc2)c(=O)n1-c1ccc(F)cc1` across the screens: -1, 29, 0, -9, -2, -4, 2, -3, -3
`COc1ccc(Cl)cc1NC(=O)CNCc1cccs1` across the screens: 2, 9, 2, 18, -3, 8, 5, -1, 8
`Cc1cccc(CSc2nnc(CCNC(=O)OC(C)(C)C)o2)c1` across the screens: 0, 33, -29, 6, 4, 1, 27, -5, 4

Continuation.
SMILES,SENP1 FRET inh,SENP8 block-2,SENP6 block,UBC13 polyUb,MIN6 prolif,SENP8 block-1,PfGluPho inh,HKDC1 inh,SENP7 block
O=C(NCc1ccc2c(c1)OCO2)c1cccc(S(=O)(=O)N2CCOCC2)c1,-1,5,5,-6,0,6,-8,-15,3
O=C(COC(=O)c1cnccn1)Nc1ncc(Cl)cc1Cl,-14,-39,-9,-3,5,10,-8,2,3
CC(C)CCNC(=O)CSc1nnc(-c2ccc(S(=O)(=O)N3CCCC3)cc2)n1C,2,14,-18,-3,-1,-6,-1,8,-5
COc1ccccc1NC(=O)C(=O)N/N=C/c1cccs1,1,4,31,-21,0,16,-12,4,29
CCOC(=O)c1c[nH]c2c(C(=O)c3ccccc3)cc(Cl)cc2c1=O,-1,5,.,.,.,.,-11,1,.
O=C1CC(=O)CC(c2ccccc2Cl)C1,-1,15,11,-18,-1,-9,-5,-7,-3
COC(=O)c1ccc(N2CCN(C)CC2)c(NC(=O)COc2ccc(OC)cc2)c1,1,6,-11,0,0,-11,-20,1,-9
CC(=O)c1c(C)[nH]c(C(=O)NCc2ccco2)c1C,0,27,-10,-3,3,1,4,-5,5
COc1ccc(/C=C2\Oc3cc(OCC(=O)N4CCC[C@H]4CO)ccc3C2=O)c(OC)c1,-22,-138,0,-20,-2,-1,9,9,1
CCCc1nc2ccc(NC(=O)NCCC(=O)OCC)cc2c(=O)n1Cc1cccc(Cl)c1,2,-54,-6,17,-4,10,-2,-5,5
CC(=O)Cc1nsc(NC(=O)c2cccc(F)c2)n1,0,10,-5,8,-1,5,6,-8,5
COc1cccc(CNS(=O)(=O)c2ccc3c(c2)NC(=O)CS3)c1,1,7,5,0,3,3,14,-2,3
COc1ccccc1/C=C\C=N\NC(=O)CCn1nnc2ccccc21,2,-25,-10,-2,0,-8,0,0,1
CSc1nc2ccc(N3C(=O)C4CCCCC4C3=O)cc2s1 (stereo not drawn),3,4,-9,-10,-1,0,-6,-12,7
CCOC(=O)C1CCN(C(=S)NC2CC3C=CC2C3)CC1 (stereo not drawn),1,6,-7,1,-1,-2,2,-1,10
Cn1c(CN2CCCC2)nc2cc(NC(=O)Nc3ccccc3)ccc21,-8,-45,-14,0,-1,3,-3,-8,-1
O=C(NCc1ccco1)c1cnc2ccccn2c1=O,0,-308,2,-6,-4,8,3,-6,-4
CCc1cccc2c(C=C(C#N)C#N)cn(CC(=O)N3CCCCCC3)c12,-27,7,-9,-3,-2,-2,-1,-10,6
Cc1ccc(S(=O)(=O)/N=C(\CN2CCOCC2)N2CCOCC2)cc1,-2,9,12,6,-3,5,-17,-4,-1
Cc1cccc2nc(Cn3c(=O)n(CCC(=O)NCc4ccco4)c(=O)c4sccc43)cc(=O)n12,-1,-16,-9,-2,0,-11,3,-14,6
C[C@@H]1CC[C@]2(C(=O)O[C@@H]3O[C@H](CO)[C@@H](O)[C@H](O)[C@H]3O)CC[C@]3(C)C(=CCC4[C@@]5(C)CC[C@H](O[C@@H]6OC[C@H](O)[C@H](O[C@@H]7O[C@H](CO)[C@@H](O)[C@H](O)[C@H]7O)[C@H]6O)C(C)(C)C5CC[C@]43C)C2[C@]1(C)O (stereo partly drawn),1,4,-11,0,1,-5,5,-2,13
COc1cccc(-c2c(NC(=O)c3ccco3)oc3ccc(Cl)cc3c2=O)c1,-6,-79,2,-4,1,7,-31,4,8
CCn1c(SCC(=O)N2CCCC2)nnc1-c1ccco1,1,5,5,2,-2,10,-12,1,1
O=C(O)c1ccccc1NCCO,1,-393,-25,10,3,-5,1,-5,-1
COC(=O)Cc1ccc(NC(=O)c2ccc(C(C)(C)C)cc2)cc1,3,4,-12,8,-6,-3,9,1,-1
Cc1ccc(S(=O)(=O)N2CCCCC2)cc1NC(=O)CCNC(=O)c1ccc([N+](=O)[O-])cc1,-1,13,-3,-2,4,5,5,-5,5
O=S(=O)(c1ccc(Nc2ccc(-c3ccc4c(c3)OCCO4)nn2)cc1)N1CCCC1,-2,-20,6,-2,-4,-8,-1,-5,-11
CCCCCN(C(=O)NC(=O)Nc1ccc(C)cc1C)S(C)(=O)=O,2,-15,-13,5,0,-3,-3,-10,5
CS(=O)(=O)c1ccc(Cl)c(NC(=O)c2cccc(Br)c2)c1,1,7,-10,-7,3,-5,3,4,8
Nc1nnnn1CC(=O)N/N=C/c1ccc(-c2cccc(Cl)c2)o1,-1,-158,0,-15,-2,5,2,-6,5
C[C@H](CCC(=O)OCc1cn(CC(=O)c2ccc(O)cc2)nn1)C1CC[C@H]2[C@@H]3CC[C@@H]4C[C@H](O)CC[C@]4(C)[C@H]3C[C@H](O)[C@]12C (stereo partly drawn),-1,6,.,.,.,.,8,2,.
Cc1ccc2c(c1)C1CN(C)CCC1N2C(=O)COc1ccc(N(C)C(=O)c2ccccc2)cc1 (stereo not drawn),1,6,-20,1,-3,-10,2,-8,-6
Cn1nnnc1Sc1ncnc2scc(-c3ccsc3)c12,-1,2,-19,4,-6,-12,-1,6,-10
COc1cc(C(=O)N2CCN=C2c2ccccc2)cc(OC)c1OC,1,4,0,6,-1,2,14,-1,1
COC(=O)c1ccc(N2CCN(C)CC2)c(NC(=O)c2sc3ccccc3c2Cl)c1,-5,9,.,.,.,.,11,3,.
CC(Sc1nnc(-c2ccc(C(C)(C)C)cc2)n1C)C(N)=O (stereo not drawn),3,20,-5,-1,1,-1,-22,2,6
CC(C)(C)NS(=O)(=O)c1ccc(CCC(=O)NCc2ccccn2)cc1,0,14,6,3,-2,7,3,-2,-6
O=C(Nc1cccc(Cl)c1)N1CCOCC1,2,6,-24,6,0,-3,6,2,4
CCCOc1ccc(C(CC(=O)O)NC(=O)C(c2ccccc2)c2ccccc2)cc1 (stereo not drawn),-1,4,11,-11,-2,5,0,-3,9
Cc1ccc(Sc2cc(C(=O)NCCN(C)C)c3ccccc3n2)cc1,1,-14,4,3,-3,-1,-9,0,1
C=CCSc1nnc(NC(=O)CCNC(=O)c2ccco2)s1,0,9,-22,-7,0,-8,8,-5,-12
CCOc1ccc(N2C(=O)/C(=C/c3ccccc3)N=C2SC)cc1,1,-63,2,-2,-1,1,7,-8,0
CCOC(=O)Cc1nc2ccccc2[nH]1,-54,-25,-12,12,-4,-6,-3,-4,-2
COC(=O)c1ccc(CN2CCN(CCCc3ccccc3)C(CCO)C2)cc1 (stereo not drawn),-1,3,3,2,-4,0,3,-5,13
CCN(CC)C(=O)[C@H]1C[C@H](CC(=O)NCc2cccc(C(F)(F)F)c2)C(=O)N2CCc3c([nH]c4cc(-c5ccco5)ccc34)[C@]12C,-24,-377,.,.,.,.,25,9,-7
O=C(NC1CCCC1)c1cnn2c(C(F)(F)F)cc(-c3ccc4c(c3)OCO4)nc12,-26,-294,0,-2,-4,8,-16,-2,-1
Cc1ccc2[nH]c(=O)c(C(c3nnnn3C(C)(C)C)N(Cc3ccco3)CC3CCCO3)cc2c1 (stereo not drawn),0,-43,-8,7,-3,-1,-15,-7,3
CN(C)c1nc2n(c(=O)n1)C(C#N)CS2 (stereo not drawn),-5,6,-14,0,-2,-17,-7,-9,-15
Cc1cccc(OCC(=O)N/N=C\c2cc3c(cc2[N+](=O)[O-])OCO3)c1C,1,-5,-22,-7,3,3,-3,-7,5
O=C1CCc2cc(S(=O)(=O)N3CCN(c4cccc(Cl)c4)CC3)ccc2N1,0,18,13,8,0,7,6,-7,5
O=C(Nc1ccc(S(=O)(=O)Nc2ncccn2)cc1)c1ccccc1Br,0,6,-22,8,2,-2,-12,-1,2

No enrichment for hits (roughly 4% active in at least one column).
